phage Ecoli inh: E. coli growth loss with phage present; AID 651602; inhibition, % at 11.9 µM; hit rate 0.26% among 360,000; growth absorbance; in the data active means inhibition above about 11%
Tat export inh: inhibitors of E. coli Tat protein transport; AID 488895; E. coli MC4100 TorA-mCherry Tat export, fluorescence; hit rate 0.036% among 340,000; inhibition, % at 10 µM;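 active means mean replicate inhibition at least 50% and at least half of replicates individually reaching 50%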;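 further: exported cargo escapes ClpAP degradation while cytoplasmic cargo is degraded and loses fluorescence; 0% = median of neutral control wells and 100% = median of NaSCN control wells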
HTR5A inv ag: counter-screen for OPRM1-OPRD1 inverse agonists: human HTR5A inverse agonism | HTR5A cell line, luminescence | inhibition, % at 9.3 µM | hit rate 0.083% among 340,000 | P47898; in the data active means inhibition mostly above about 23%, no sharp cut-off; inactive means mostly below about 18%;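 further: 0% = cells with DMSO and 100% = no-cell wells with DMSO; some compounds called inactive have numbers as strong as hits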
Target sequence (P47898 whole entry, looked up): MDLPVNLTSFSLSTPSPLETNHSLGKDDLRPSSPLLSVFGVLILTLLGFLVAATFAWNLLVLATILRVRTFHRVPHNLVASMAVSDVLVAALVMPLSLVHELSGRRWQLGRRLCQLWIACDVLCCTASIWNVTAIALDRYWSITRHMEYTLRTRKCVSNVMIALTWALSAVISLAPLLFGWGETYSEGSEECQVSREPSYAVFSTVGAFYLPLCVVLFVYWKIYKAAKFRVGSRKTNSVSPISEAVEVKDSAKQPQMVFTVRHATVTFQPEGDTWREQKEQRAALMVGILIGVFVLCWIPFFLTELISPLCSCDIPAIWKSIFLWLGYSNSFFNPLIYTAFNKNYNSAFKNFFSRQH
CDK5 p35 inh: blocks human CDK5/p35 kinase activity | AID 488839 | Q00535+Q15078 | Recombinant CDK5/p35, ADP-Glo luminescence, 60 min | inhibition, % at 10 µM | hit rate 0.01% among 330,000;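 active means highest replicate inhibition of at least 50% and at least 75% of replicates reaching 50%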;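 further: plate controls were DMSO neutral control for no effect and GW8510 at 10 µM for full effect; many of its hits are not listed in these tables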
PKA-R1A activ: activators of PKA-R1A complex; P00514+P68181; AID 504707; activation, % at 11.4 µM; PKA-R1A dissociation, Cy5-IP20 fluorescence polarization; scaled: DMSO 0%, 113 µM cGMP 100%; hit rate 0.083% among 340,000;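 active means percent activation above the mean of all tested compounds plus 3 SD, cut at about 19% in these data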;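 further: higher means more PKAc released from R1A so a rise in polarization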
HTR5A ag ctr: counter-screen for OPRM1-OPRD1 agonists: human HTR5A agonism | activation, % at 9.3 µM | hit rate 0.61% among 340,000 | AID 504692 | HTR5A agonist assay, luminescence, cell-based | P47898; in the data active means activation mostly above about 9.5%, no sharp cut-off; inactive means mostly below about 7.6%;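 further: 0% = cells with vehicle only and 100% = reference agonist; strong numbers were not always called active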
PKA-R2B activ: activators of human PKA-R2B complex; P22694+P31323; PKA-R2B holoenzyme dissociation, Cy5-IP20 fluorescence polarization; R2B truncated from residue 108, S112A mutant; 0% DMSO only, 100% 113 µM cGMP; hit rate 0.079% among 340,000; AID 504700; activation, % at 11.4 µM;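 active means activation above a cutoff set at the mean over all compounds plus 3 SD, cut at about 18% in these data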;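 further: higher means more holoenzyme dissociation and a rise in polarization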
Target sequence (P31323 whole entry, looked up, other chains not shown, the tested form may be a part): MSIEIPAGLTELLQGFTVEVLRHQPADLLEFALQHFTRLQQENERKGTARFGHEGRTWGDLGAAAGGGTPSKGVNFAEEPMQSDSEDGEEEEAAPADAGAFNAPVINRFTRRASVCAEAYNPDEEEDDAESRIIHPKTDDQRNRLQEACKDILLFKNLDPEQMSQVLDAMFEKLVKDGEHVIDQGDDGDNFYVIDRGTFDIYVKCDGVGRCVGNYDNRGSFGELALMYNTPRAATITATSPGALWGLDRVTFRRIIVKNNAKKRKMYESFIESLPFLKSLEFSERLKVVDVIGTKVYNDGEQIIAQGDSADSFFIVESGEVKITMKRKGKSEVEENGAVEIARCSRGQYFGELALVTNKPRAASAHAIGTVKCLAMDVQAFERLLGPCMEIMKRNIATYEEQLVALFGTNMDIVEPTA
Ecoli viability: reduces bacterial viability in AddAB counter-screen; hit rate 0.27% among 330,000; E. coli V3065 growth, OD600 absorbance, 18 h; inhibition, % at 11.9 µM;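 active means inhibition above the campaign's mean inhibition across all tested compounds plus 3 SD, cut at about 9.9% in these data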;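 further: uninfected addAB+ strain grown without phage in ampicillin broth; 0% = DMSO wells and 100% = ciprofloxacin 0.95 µg/ml wells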
AddAB inh: less growth of phage-infected E. coli with AddAB | AID 435030 | hit rate 0.29% among 330,000 | inhibition, % at 11.9 µM | E. coli expressing H. pylori AddAB, absorbance growth; in the data active means inhibition above about 12%;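 further: 0% = vehicle wells of infected cells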
SUMO Mot1 rescue: inhibitors of SUMOylation pathway: yeast Mot1-301 growth rescue; S. cerevisiae Mot1-301 growth rescue, ATP luminescence, 38.5C; percent above DMSO median, 100 means doubled; growth rescue, % at 18.8 µM; hit rate 1% among 320,000; AID 2716;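 active means every valid replicate shows activation above 250% relative to neutral control wells; inactive means the rest, any valid replicate at or below 250%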;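 further: OY570 slx delta 5 strain wells were the positive control but not used for scaling; some compounds called inactive have numbers as strong as hits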
DAGLB inh: diacylglycerol lipase beta (human) inhibition | Q8NCG7 | HEK293T DAGLB membrane lysate, EnzChek fluorogenic substrate | inhibition, % at 5.17 µM | hit rate 0.059% among 340,000 | AID 504411; in the data active means inhibition above about 34%;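 further: 0% = enzyme with vehicle and 100% = wells lacking enzyme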
An asterisk follows results filed as active; x = no result given; + = active, no number. No enrichment for hits; any-hit rate near 2.3%.

Second line of a record: phage Ecoli inh	Tat export inh	HTR5A inv ag	CDK5 p35 inh	PKA-R1A activ	HTR5A ag ctr	PKA-R2B activ	Ecoli viability	AddAB inh	SUMO Mot1 rescue	DAGLB inh
1. COc1ccc(NC(=O)c2cnc(SC)n2-c2ccc(F)cc2)c(OC)c1
  -0.8	1.4	-15.3	-3.6	1.6	-2.9	-1.0	3.6	1.8	-0.5	0.9
2. O=C(Cc1ccc(Cl)cc1)NNS(=O)(=O)c1ccc([N+](=O)[O-])cc1
  3.7	1.3	12.8	3.7	-0.4	-3.7	2.6	0.5	4.2	-5.0	3.4
3. N#Cc1c(Nc2ccccc2)c(/C=N/NCCO)c[nH]c1=O
  3.7	-0.7	1.9	2.4	13.8	-0.7	-3.2	-0.1	4.1	39.0	-0.6
4. Cc1ccc(OCC(O)CNC2CCCC2)c(C)c1 (stereo unspecified)
  0.2	5.9	-9.5	-0.7	6.5	2.6	1.1	x	x	6.5	-0.7
5. O=C(Nc1nc2ccccc2s1)c1cccc(S(=O)(=O)N2CCc3ccccc32)c1
  2.8	11.6	13.6	-1.9	-4.5	3.1	-6.8	2.3	2.8	+	-0.7
6. O=C(O)CC1S/C(=N/N=C/C=C/c2ccccc2[N+](=O)[O-])NC1=O (stereo unspecified)
  2.4	-7.5	-7.9	-0.1	1.4	2.3	-15.8	1.6	3.2	24.1	-0.9
7. COc1cc(CN2CCC(C)CC2)ccc1OCc1ccccc1
  0.0	0.6	-8.9	0.9	3.7	2.4	-12.5	1.9	5.0	14.2	-2.0
8. Cc1cc(F)ccc1S(=O)(=O)Nc1ccccc1C(=O)NCc1cccnc1
  2.9	-3.8	-12.1	-0.2	2.2	3.2	2.9	1.5	0.5	x	-0.5
9. Cc1ccc(S(=O)(=O)C2(C(=O)N3CCCCC3C)CC2)cc1 (stereo unspecified)
  5.1	-2.7	10.2	0.3	-5.2	5.4	-0.3	0.8	2.4	10.0	-0.7
10. CCOc1ccc(NC(=O)CC(c2ccccc2)c2ccc(F)cc2)cc1 (stereo unspecified)
  2.6	-4.3	-10.1	0.9	6.3	3.8	-11.7	-0.3	3.1	49.2	-1.8
11. COc1ccc(S(=O)(=O)N2CCCCCC2)cc1C(=O)NCc1ccco1
  0.7	7.1	-4.8	1.0	1.0	1.2	-0.6	-2.1	-1.2	-5.5	1.9
12. COc1ccc(CC(=O)Nc2cccc(/C(C)=N/NC(=O)C3(C)CC3(Br)Br)c2)cc1 (stereo unspecified)
  1.4	-0.6	-6.7	-2.4	-3.0	2.6	-3.1	-0.2	1.3	0.9	-3.7
13. CCn1nc(C(=O)NNS(=O)(=O)c2ccc(C)cc2)c2ccccc2c1=O
  2.7	9.4	3.7	0.0	-2.9	-0.9	-7.0	0.3	-2.0	-6.7	-2.4
14. O=C1CS/C(=C/C(=O)c2cccc(Cl)c2)N1
  0.6	13.6	-3.5	3.2	0.2	1.3	-9.0	-3.9	-0.4	-2.6	-0.4
15. Cc1cccnc1NC(=O)CNC(=O)C12CC3CC(CC(C3)C1)C2
  3.2	6.6	-7.9	-0.1	-9.0	1.1	-7.5	1.1	-0.8	-9.1	0.0
16. CCOc1ccc(C(=O)CCC(=O)N2CCN(S(=O)(=O)c3cccc(F)c3)CC2)cc1
  -0.4	3.8	14.7	0.5	-1.3	-5.9	2.0	0.8	1.1	-13.7	-1.0
17. CCOC(=O)c1ccc(N(CC(=O)NC2CCCC2)C(=O)CNC(=O)c2ccco2)cc1
  2.3	-0.1	-25.0	0.6	6.0	-4.0	0.0	1.1	0.0	x	-0.3
18. COc1ccc(-c2cc3c(=O)n(CC(=O)Nc4cccc(Cl)c4)nc(C)n3n2)cc1
  2.0	-2.6	-10.0	0.8	2.6	2.5	-9.8	0.2	3.7	9.2	-0.9
19. COC(=O)c1cccc(NC(=O)CSc2nc3cccnc3n2C)c1
  1.6	1.9	-7.7	0.6	2.2	3.3	-1.9	1.0	-0.4	-6.6	-0.1
20. CC(C)CC1(C(=O)O)NC(c2ccccc2O)C2C(=O)N(C(C)C)C(=O)C21 (stereo unspecified)
  2.7	1.2	-1.9	-0.7	2.4	0.6	3.8	-2.0	0.3	-8.9	3.1
21. CC[C@@H]1C/C=C\Cc2ccccc2[C@H](C(=O)C[C@H](O)CC(C)=O)OC1=O
  2.5	-5.7	-8.2	4.0	4.2	2.2	0.0	-0.5	1.2	8.4	-1.0
22. COc1ccc(CCNC(=O)c2cnn3cccnc23)cc1OC
  2.0	-3.2	20.4	1.3	-1.9	2.4	-2.0	-0.2	2.3	-8.0	0.6
23. CC(C)C(=O)Nc1nnc(CSCc2ccccc2F)s1
  0.8	3.1	5.6	-1.7	-3.5	-2.1	0.8	-1.5	-1.2	117.2	-0.8
24. COc1ccc(C(=O)Nc2c(O)ccc3ccccc23)cc1
  0.8	-8.0	-11.2	0.3	-2.8	-1.9	-2.3	-1.1	0.0	-10.3	-2.6
25. c1ccc2c(SCc3cn4ccccc4n3)nncc2c1
  2.6	-7.3	-26.1	0.1	-2.3	5.5	-3.5	0.9	-2.0	x	-3.8
26. Clc1cccc(OCCN2CCOCC2)c1
  -0.9	-0.7	-11.8	-0.6	2.8	4.7	-14.4	-0.7	0.3	-8.1	-3.1
27. Cc1cccc(-n2c(SCC(N)=O)nc3c(c2=O)C2(CCCC2)Cc2ccccc2-3)c1
  3.5	12.6	5.2	-0.1	-0.9	0.1	-16.6	-0.8	0.1	6.4	-1.7
28. CCCC(=O)Nc1ccc(C(=O)NCCCn2ccnc2)cc1
  1.7	6.8	-17.8	1.3	5.1	-1.1	0.4	-0.5	1.6	-7.9	-2.9
29. CCOc1cc(NC(=S)NCc2ccco2)c(OCC)cc1NC(=O)CC
  3.7	-0.3	-32.6	-0.1	0.4	3.4	-7.7	-0.5	4.1	-4.0	1.1
30. O=C(CN1CCCc2ccccc21)N/N=C/c1c(O)ccc2ccccc12
  8.4	-6.4	-68.0	-4.3	-7.2	-2.5	-9.1	11.2*	15.0*	-1.3	-1.7
31. O=C(c1cc2nc(-c3ccc(F)cc3)cc(C(F)(F)F)n2n1)N1CCOCC1
  1.6	-3.8	-1.1	-0.5	-11.1	0.9	-9.8	2.5	2.8	1.1	-0.3
32. C=CCN(C(=O)CCC(=O)Nc1cc(C)on1)C(C(=O)NC1CCCC1)c1ccc(OC)c(OC)c1 (stereo unspecified)
  1.8	13.4	4.7	0.6	-4.1	1.3	-4.7	2.0	2.6	103.8	3.2
33. COc1ccccc1CCNC(=O)CN1C(=O)NC2(CCCC2)C1=O
  3.2	5.5	5.7	0.5	-2.9	-2.3	-4.2	0.1	0.7	-0.6	-1.6
34. C[C@@H]1CCC[C@@]2(O[C@@H](CCO)C[C@H](O)[C@H]2O)O1
  -2.1	7.4	-13.8	-0.6	0.1	0.2	-9.2	1.9	1.1	189.7	2.7
35. O=C(CS(=O)(=O)c1c[nH]c2ccccc12)Nc1ccc2c(c1)OCCO2
  0.8	-5.4	-19.0	2.1	3.7	0.3	2.8	0.9	0.5	-5.9	-0.7
36. Cc1c(CNCCCc2ccccc2)c(C(=O)O)c(C)n1Cc1ccccc1
  4.0	-6.6	3.8	-0.2	-14.3	9.3	-4.3	0.7	-0.8	-19.5	-5.2
37. c1ccc(OCc2cc(-c3ccccc3)no2)cc1
  4.4	7.5	6.0	0.4	3.4	-2.2	4.3	-0.2	1.4	12.0	-26.1
38. Cc1ccc(C2C(C#N)=C(N)Oc3n[nH]c(-c4cccnc4)c32)o1 (stereo unspecified)
  3.1	-7.8	-0.9	0.5	7.4	0.3	-5.7	-1.4	3.3	-5.8	-1.2
39. CCc1ccc(N2CC(C(=O)Nc3ccc(S(=O)(=O)Nc4ncccn4)cc3)CC2=O)cc1 (stereo unspecified)
  0.0	2.4	5.4	-2.9	-8.3	-2.2	-1.2	-2.3	1.4	7.1	3.4
40. CC(NS(=O)(=O)CCNC(=O)c1ccccc1)c1ccccc1 (stereo unspecified)
  -0.2	-0.4	16.0	-1.0	0.5	-6.5	-0.4	-0.4	2.6	-13.1	0.7
41. CCN(C[C@H]1N[C@@](CC)(C(=O)OC)[C@H]2C(=O)N(Cc3ccccc3)C(=O)[C@@H]12)S(=O)(=O)c1ccc(C(C)(C)C)cc1
  0.7	5.6	-10.6	3.6	-11.7	2.9	12.0	-0.4	3.4	8.7	-3.5
42. O=C(Nc1cccc(S(=O)(=O)N2CCOCC2)c1)c1ccc(N2CCCC2=O)cc1
  2.4	-1.8	-11.3	-2.5	-2.0	4.6	-12.5	0.7	1.5	0.8	-4.5
43. CC(C)CCNC1c2ccccc2C(=O)N1Cc1ccccc1 (stereo unspecified)
  -0.2	2.9	-13.4	0.6	1.6	3.6	-1.2	0.8	-0.9	20.5	-3.4
44. Cc1cc(C(=O)NC2CCCc3c2cnn3-c2cccc(C)c2C)c(C)o1 (stereo unspecified)
  1.5	-9.9	10.7	-0.1	12.1	2.3	1.3	-1.3	0.3	203.7	-16.7
45. O=C(NCc1ccccn1)C(F)(F)C(F)(F)C(=O)NCc1ccccn1
  0.8	-6.3	-20.0	0.8	-1.8	7.4	-4.5	-1.3	2.8	79.7	-3.0
46. O=C1C(Cc2cccc([N+](=O)[O-])c2)SC(=Nc2ccccc2)N1c1ccccc1 (stereo unspecified)
  2.0	-5.3	-12.2	-3.3	-6.0	5.6	-6.9	1.3	-0.6	142.4	-3.5

High-throughput results: PubChem BioAssay, several laboratories
